Kir21 inh: Kir2.1 (mouse) channel inhibition; hit rate 0.85% among 310,000; HEK293-Kir2.1, FluxOR thallium flux fluorescence; stronger effect = lower value; P35561; B-score at 10 µM;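 active = fluorescence ratio B-score at or below minus 3 SD of library scores, with starting-brightness B-score within 2 SD, cut at about -4.2 in these data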;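 note: channel flux triggered by added potassium and thallium sulfate stimulus; B-score of peak minus minimum fluorescence over baseline after thallium stimulus; more negative B-score means stronger Kir2.1 block with less thallium influx; some compounds called inactive have numbers as strong as hits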
Target sequence (P35561 whole entry, looked up): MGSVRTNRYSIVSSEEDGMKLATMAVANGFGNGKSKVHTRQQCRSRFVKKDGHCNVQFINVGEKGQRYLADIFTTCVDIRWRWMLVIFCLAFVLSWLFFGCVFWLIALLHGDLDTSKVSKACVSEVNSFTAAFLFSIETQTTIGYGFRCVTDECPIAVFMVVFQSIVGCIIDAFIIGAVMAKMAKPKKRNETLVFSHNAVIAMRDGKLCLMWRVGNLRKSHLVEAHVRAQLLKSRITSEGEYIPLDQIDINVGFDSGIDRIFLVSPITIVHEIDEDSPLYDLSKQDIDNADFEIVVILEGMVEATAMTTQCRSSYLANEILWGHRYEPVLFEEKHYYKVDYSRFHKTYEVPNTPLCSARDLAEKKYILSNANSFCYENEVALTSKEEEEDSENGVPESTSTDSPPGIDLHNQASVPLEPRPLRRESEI
KCNQ2 block: KCNQ2 potassium channel inhibitors, primary screen, cell-based, CHO-K1, FluxOR thallium flux, B-score (AID 2156); O88943; B-score at 10 µM; hit rate 1.1% among 310,000; 20 min; stronger effect = lower value;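 active = fluorescence ratio B-score at most minus 3 library SDs, with starting brightness B-score within 2 library SDs, cut at about -5.5 in these data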
Starred values were filed as active, the others as inactive; i = inactive.

SMILES | Kir21 inh | KCNQ2 block
O=C(NCC1COc2ccccc2O1)C1C2C=CC3(CN(Cc4cccs4)C(=O)C13)O2 (stereo unspecified) | 1.07 | i
CCOC(=O)c1nn(-c2ccccc2C)c2nc(-c3ccc(Cl)cc3)c(C#N)c(=O)n12 | 1.1 | i
Cc1ccc(NC(=O)N(CCC#N)Cc2ccccc2)cc1 | 1.57 | i
CCN(CC)P(=O)(Nc1ccc(SC(F)F)cc1)c1ccc(N(C)C)cc1NC(=O)c1ccco1 (stereo unspecified) | 0.74 | i
CCOC(=O)/C(C#N)=C\c1ccc(O)c(OC)c1 | -0.48 | i
C#CC(CC)(CC)NC(=O)NC1CCCCC1 | 3.13 | i
COc1cccc(CC(=O)Nc2ccc(S(=O)(=O)Nc3nc(C)cc(C)n3)cc2)c1 | 2.14 | i
CCC(CC)NC(=O)c1n[nH]c(=O)c2ccccc12 | 0.4 | i
CC(C)[C@H](NC(=O)C1CCN(S(=O)(=O)c2ccc(F)cc2)CC1)C(=O)NCc1ccco1 | 1.36 | i
Cc1ccc2nc(SCC(=O)Nc3ccc4c(c3)OCCO4)[nH]c2c1 | 0.95 | i
CCOc1ccc(-n2c(=S)sc3c(=O)[nH]c(SCC(=O)N4CCC(C)CC4)nc32)cc1 | 0.76 | i
O=C(NNC(=S)Nc1ccccc1C(F)(F)F)c1cccnc1 | 1.93 | i
CCOP(=O)(OCC)/C(C#N)=C/c1c[nH]c2ccccc12 | -0.58 | i
Cc1ccc(S(=O)(=O)NCCSc2nnnn2-c2ccc(C(N)=O)cc2)cc1 | 0.13 | i
Cc1ccc(NC(=O)c2cc([N+](=O)[O-])ccc2Cl)c(O)c1 | 0.26 | i
Cc1ccc(C(C(=O)NC(C)(C)C)N(Cc2ccco2)C(=O)CCC(=O)Nc2ccccn2)cc1 (stereo unspecified) | -0.76 | i
CCSc1cc(C)nc2c(-c3ccccc3)cnn12 | 0.02 | i
CC1CCCN(C(=O)COC(=O)c2cccc(NS(=O)(=O)c3ccccc3)c2)C1 (stereo unspecified) | -0.46 | i
COc1ccc(F)cc1S(=O)(=O)NC1CC(C)(C)NC(C)(C)C1 | 0.04 | i
CNc1ccccc1C(=O)OC | -0.1 | i
O=C(NC(=S)Nc1cc([N+](=O)[O-])ccc1O)C1CC1 | 2.51 | i
CCC(=O)c1ccc(OCC(=O)OCC(=O)NCC2CCCO2)cc1 (stereo unspecified) | 1.15 | i
COc1cccc(-c2nnc(NC(=O)CCS(=O)(=O)c3ccc(C)cc3)o2)c1 | 0.56 | i
Cc1ccccc1S(=O)(=O)/N=C(/c1ccccc1)N1CCOCC1 | -1.34 | i
CCCOc1ccc(NC(=O)CC2C(=O)N(Cc3ccccc3)C(=S)N2Cc2cccs2)cc1 (stereo unspecified) | -0.38 | i

The final 6 entries of the section before come first, to join the parts:
SMILES | Kir21 inh | KCNQ2 block
CNc1ccccc1C(=O)OC | -0.1 | i
O=C(NC(=S)Nc1cc([N+](=O)[O-])ccc1O)C1CC1 | 2.51 | i
CCC(=O)c1ccc(OCC(=O)OCC(=O)NCC2CCCO2)cc1 (stereo unspecified) | 1.15 | i
COc1cccc(-c2nnc(NC(=O)CCS(=O)(=O)c3ccc(C)cc3)o2)c1 | 0.56 | i
Cc1ccccc1S(=O)(=O)/N=C(/c1ccccc1)N1CCOCC1 | -1.34 | i
CCCOc1ccc(NC(=O)CC2C(=O)N(Cc3ccccc3)C(=S)N2Cc2cccs2)cc1 (stereo unspecified) | -0.38 | i
O=C(NCCN1CCNC1=O)C1CCC(=O)N(CCc2ccc(Cl)cc2)C1 (stereo unspecified) | -0.64 | i
CCOC(=O)Cc1nnc(NC(=O)C23CC4CC(CC(C4)C2)C3)s1 | 0.07 | i
COc1ccccc1NC(=O)C1=C(C)Nc2nnnn2C1c1cccc(Br)c1 (stereo unspecified) | 0.55 | i
Cc1ccc(S(=O)(=O)N(Cc2ccc(F)cc2)C(=O)N2CCN(C)CC2)cc1 | 1.56 | i
CCOC(=O)c1ccc(NC(=O)CCS(=O)(=O)c2ccc(Br)s2)cc1 | 1.99 | i
COc1cccc2cc(C(=O)NCc3ccc(Cl)cc3)c(=O)oc12 | -0.08 | i
CCOC(=O)N1CCN(CC(=O)Nc2ccc(Oc3ccccc3)cc2)CC1 | 0.39 | i
Cn1c(=O)c(=O)n(C)c2cc(S(=O)(=O)N3CCCC3C(=O)Nc3ccccc3F)ccc21 (stereo unspecified) | 1.55 | i
Cc1ccc(CNC(=O)C2CC(=O)N(CCC(C)C)C2)cc1 (stereo unspecified) | -0.72 | i
COc1cc(C(=O)ON=C2C=C(C)C(=O)C(C)=C2)cc(OC)c1OC | 1.84 | i
CC(C)CC(c1nnnn1Cc1ccco1)N1CCN(C2CCCC2)CC1 (stereo unspecified) | -0.17 | i
O=C(c1cc2nc(-c3ccc(F)cc3)cc(C(F)(F)F)n2n1)N1CCOCC1 | -0.76 | i
COc1cccc(NC(=O)CN(C)C(=O)CC2CC3CCC2C3)c1 (stereo unspecified) | 0.25 | i
O=C(CC(=O)Nc1ccc(Cl)cc1Cl)Nc1ccc(Cl)cc1Cl | 0.35 | i
O=C(CSc1nc2ccc(NC(=O)CSc3nnnn3Cc3ccccc3)cc2s1)Nc1ccccc1 | 0.72 | i
Cc1cc(=O)c(C(=O)O)cn1Nc1ccc(Cl)cc1 | -0.45 | i
COc1ccccc1NC(=O)c1ccccc1SC | -1.31 | i
Cc1cc(C)cc(-n2nnc(C(=O)NCc3ccccc3)c2N)c1 | 0.06 | i
CC(=O)NC(c1ccco1)c1ccc2cccnc2c1O (stereo unspecified) | 4.35 | i
CCOc1ccc(N2C(=O)CN=C2Nc2ccccc2Cl)cc1 | -0.04 | i
O=C(Nc1ccc(Oc2ccccc2)nc1)C1CCCCN1Cc1cccc(O)c1 (stereo unspecified) | 2.08 | i
CC(C)(C)C(=O)Nc1nnc(CC(=O)NCc2ccccc2)s1 | -0.14 | i
Cc1cc(C)nc(NC(=O)NS(=O)(=O)Nc2ccc(Br)cn2)n1 | -0.03 | i
CCC(=O)Nc1ccc(C(=O)n2ccc(C)n2)cc1 | 0.17 | i
CC(C)(C)NC(=O)CSc1ccc(C(C)(C)C)cc1 | -1.5 | i

Next section:
SMILES | Kir21 inh | KCNQ2 block
Cc1ccc(S(=O)(=O)Oc2cc(N)c3c(n2)CCC3)cc1 | 1.9 | i
Cc1ccc2ncc(NC(=O)c3ccc(F)cc3)c(=O)n2c1 | -1.72 | i
CCCCNc1nc(-c2ccccc2)cc(C(F)(F)F)c1C(N)=O | 0.5 | i
Cc1c(Cl)cccc1NC(=S)Nc1ccccn1 | -0.22 | i
Cc1ccc(C)c2nc(SCC(=O)Nc3ccc4c(c3)OCO4)c(C#N)cc12 | -1.17 | i
COc1ccc(N2C(=O)CC(N3CCN(c4ccc(C(=O)c5cccnc5)cc4)CC3)C2=O)cc1 (stereo unspecified) | -1.01 | i
CCOC(=O)c1c(C)[nH]c(C)c1S(=O)(=O)NCCN1CCN(c2cc(Cl)ccc2C)CC1 | -1.52 | i
CC12CCC(C(=O)NC3CCCC3)(CC1=O)C2(C)C (stereo unspecified) | 0.08 | i
COc1ccc(CC(=S)N2CCOCC2)cc1OC | -0.18 | i
COc1ccccc1N1CCN(C(=O)CN2C(=O)c3ccccc3S2(=O)=O)CC1 | 1.92 | i
Cc1ccc(CSC2=NCCN2C(=O)c2ccco2)cc1 | 0.42 | i
Cc1ccc(S(=O)(=O)N2CCSC2)cc1C | -0.58 | i
Clc1nc(N2CCOCC2)ncc1Br | -0.42 | i
COC(=O)c1c(NC(=O)COC(=O)Cn2cnc3ccccc32)sc2c1CCCC2 | -0.32 | i
Cc1ccc(-c2noc(CCC(=O)NC3CCCc4ccccc43)n2)cc1 (stereo unspecified) | 0.85 | i
COc1cccc(NS(=O)(=O)NC(=O)c2c[nH]c3ccccc23)c1 | 0.58 | i
COc1ccc(NC(=O)NNC(=O)C(O)(c2ccccc2)c2ccccc2)cc1 | -0.2 | i
CCCc1nc(SCC(=O)NCc2ccco2)c2c(=O)n(C)c(=O)n(C)c2n1 | 1.08 | i
Cc1ccc2nc(NC(=O)C3CCCN(S(=O)(=O)c4cccc5nonc45)C3)sc2c1 (stereo unspecified) | 0.31 | i
CCCOC(=O)c1ccc(NC(=O)/C=C/c2cccs2)cc1 | -0.32 | i
COc1ccc(/C=N/NC(=O)CCN2CCN(c3ccccc3)CC2)c(OC)c1OC | -0.5 | i
CCCC(=O)Nc1ccc(-c2csc(NNC(C)=O)n2)cc1 | -0.59 | i
O=c1c2cc(N3CCOCC3)ccc2[nH]c(=S)n1Cc1ccccn1 | -0.46 | i
Cc1nnc(SCC(=O)N2N=C(c3ccc(Cl)cc3)CC2c2ccco2)[nH]c1=O (stereo unspecified) | -2.15 | i
CC(c1nccs1)N(C)c1nc2nonc2nc1N(C)C (stereo unspecified) | 0.04 | i

Remaining list, next part:
SMILES | Kir21 inh | KCNQ2 block
CCOC(=O)Nc1ccc2nc3n(c(=O)c2c1)CCCCC3 | -0.44 | i
CCOC(=O)c1c(C)[nH]c(C(=O)COc2ccc3c(c2)OCO3)c1C | -0.2 | i
CCCc1n[nH]c2c1/C(=N\O)CCC2 | 0.15 | i
CCN(CC)S(=O)(=O)c1ccc2c(c1)c(=O)c(C(=O)NCCc1ccc(OC)c(OC)c1)cn2C | 0.2 | i
O=C(NCCCN1CCOCC1)C(Sc1ccccc1)c1ccccc1 (stereo unspecified) | -0.21 | i
CCOCCN1CCN(c2c(C)c(C)nc3cc(-c4cc(OC)cc(OC)c4)nn23)CC1 | -0.32 | i
O=C(NCC(=O)N1CCN(c2ccccc2)CC1)c1ccc(Br)o1 | 0.64 | i
CC(=O)Nc1ccc(CN2CCCN(C)CC2)cc1 | 0.74 | i
Nc1ccc2c(c1)C(=O)N(CC1CCCO1)C2=O (stereo unspecified) | -1.56 | i
Cn1c(C(=O)NCc2ccco2)cc2c(=O)[nH]c3ccccc3c21 | 0.89 | i
Cc1ccc(-c2csc3nc(SCC(N)=O)n(Cc4ccccc4)c(=O)c23)cc1 | -0.34 | i
COc1ccc(OCc2cc(C(=O)NCCCc3ccccc3)no2)c(Cl)c1 | -0.08 | i
COc1ccc(-c2cc(-c3ccc(Br)cc3)nc3ncnn23)cc1OC | -1.25 | i
O=C(c1cc(COc2ccc(F)cc2Cl)on1)N1CCc2ccccc2C1 | -1.06 | i
CCOC(=O)Nc1ccc(S(=O)(=O)Nc2cc(C)nc(C)n2)cc1 | 1.18 | i
Cn1c(O)c(N=Nc2ccccc2[N+](=O)[O-])c2ccccc21 | 0.03 | i
Cn1c(=O)[nH]c(=O)c2c1nc(CN1CCN(c3ccc(F)cc3)CC1)n2CCCc1ccccc1 | -0.06 | i
Cc1occc1C(=O)N1CCN(S(=O)(=O)c2ccccc2)CC1 | 2.46 | i
CCOC(=O)CSC1=C(C#N)C(=O)NC2(CCCCC2)S1 | -0.42 | i
COc1cc2c(cc1NC(=O)C(C)NCc1ccccc1)oc1ccccc12 (stereo unspecified) | -0.61 | i
COc1ccc2[nH]c(=O)c(CN(C(=O)c3cccnc3)c3ccccc3C)cc2c1 | -0.09 | i
CCOC(=O)c1c(C)oc2ccc(NS(=O)(=O)c3ccc(C(=O)O)cc3)cc12 | 0.58 | i
COc1cc(/C=N/NC(=O)CCC(=O)NCc2ccccc2)cc(OC)c1OC | 0.99 | i
Cc1ccc(OC(=O)CCN2C(=O)c3ccccc3C2=O)cc1C | -0.09 | i
COc1cc(OC)c(-c2cc(C(=O)O)ccc2OC)c(OC)c1 | 0.1 | i

Remaining list, next part.
SMILES | Kir21 inh | KCNQ2 block
O=C(c1ccc(Cl)c(Cl)c1)c1cc(-c2ccccn2)c(N2CCOCC2)s1 | -0.06 | i
COc1ccccc1CC(=O)Nc1cccc2ccccc12 | -1.64 | i
CCN(CC(=O)Nc1ccccc1C(F)(F)F)C(=O)/C=C/c1ccc(Cl)c([N+](=O)[O-])c1 | -0.57 | i
Cc1c(Cl)cccc1NC(=O)CC1Oc2ccccc2NC1=O (stereo unspecified) | 0.27 | i
O=C(Nc1ccccc1C(F)(F)F)c1ncn[nH]1 | 0.57 | i
COC(=NC(C)C)NC(C)C | -0.73 | i
Cc1cccc(N2C(=O)CC(N3CCN(c4ccccc4)CC3)C2=O)c1 (stereo unspecified) | -0.17 | i
CN(C)c1ccc(CNC(=O)CCNS(=O)(=O)c2cc(Br)cnc2N)cc1 | 1.79 | i
COc1cc(NC(=O)COc2cccc(OC)c2)cc(OC)c1 | -0.17 | i
O=C(NCC1CC1)c1onc(CSc2ccc(F)c(F)c2)c1C(=O)NCC1CC1 | -0.72 | i
O=C(c1ccc(COc2c(F)c(F)c(F)c(F)c2F)o1)N1CCN(Cc2ccc3c(c2)OCO3)CC1 | -1.24 | i
Cc1scc(C(=O)N/N=C/c2ccco2)c1C | 0.35 | i
Cc1sc2ncnc(NCC3COc4ccccc4O3)c2c1C (stereo unspecified) | -0.79 | i
O=C(O)c1ccc(Cl)c(NC(=S)NC(=O)c2cccc(COc3ccccc3)c2)c1 | 0.49 | i
CCOC(=O)c1ccc(NC(=O)C(CC)CC)cc1 | -0.7 | i
Cc1noc(NS(=O)(=O)c2ccc(NC(=O)CSc3nc4c(cc3C#N)CCCC4)cc2)c1C | 2.03 | i
Cc1ccc(NC(=O)c2cc(-c3ccc(C)o3)nc3ccccc23)cc1 | -0.99 | i

Entries of single compounds as entered above:
Results for `Cc1sc2ncnc(NCC3COc4ccccc4O3)c2c1C` (stereo unspecified) = Kir21 inh: -0.79; KCNQ2 block: i
Results for `Cc1ccc(NC(=O)c2cc(-c3ccc(C)o3)nc3ccccc23)cc1` = Kir21 inh: -0.99; KCNQ2 block: i

Assay outcomes deposited in PubChem by Johns Hopkins Ion Channel Center.
